Cycloheximide cs: Cycloheximide Counterscreen for Small Molecule Inhibitors of Shiga Toxin | cell reporter, cycloheximide protein synthesis inhibition counterscreen | max response, % | 12% of 300,000 active; in the data active means max response mostly above about 13%, no sharp cut-off; inactive means mostly below about 14%; further: read at 38.3 µM for the half of the compounds with a filed dose; 0% is about no effect
Shiga inhibitor: A qHTS for Small Molecule Inhibitors of Shiga Toxin. inhibition, % at 38.7 µM. Vero cells, Shiga toxin protein synthesis inhibition reporter. AID 2315, 2010. 9.2% of 290,000 active; in the data active means inhibition mostly above about 28%, no sharp cut-off; inactive means mostly below about 43%; further: 0% is about no effect
AMA1-RON2 inh: qHTS for Inhibitors of AMA1-RON; Towards Development of Antimalarial Drug Lead: Primary Screen; Plasmodium falciparum AMA1 (3D7) - RON2 peptide interaction; Potency, µM (series often up to 58.2 µM), for inactives: top-dose activity change, negative = inhibition, actives largely listed as inhibitors; 0.2% of 360,000 active; AlphaScreen AMA1-biotinylated RON2 peptide binding;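 further: potency means the concentration at half of the fitted maximal effect; 0% = vehicle wells and -100% = peptide control; nearly all actives have a fitted effect of over 45% in size; some results filed as inactive show a strong effect at the top dose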
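AMA1 (3D7) with his tag at 25 nM final met compounds first, then biotinylated RON2 peptide at 25 nM; detection used donor plus acceptor beads, 10 µg/mL apiece, read by AlphaScreen after 30 min at room temperature.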
LmPK inhibitor: qHTS Assay for Inhibitors of Leishmania Mexicana Pyruvate Kinase (LmPK). Potency, µM (doses to about 57.5 µM), for the others: top-dose activity change, negative = inhibition, actives largely listed as inhibitors. AID 1721, 2009. 0.37% of 290,000 active. purified LmPK, Kinase-Glo ATP luminescence, 1 h; further: potency means the concentration at half of the fitted maximal effect; on the % scale 0 is the no-effect control and ±100 the full control effect
Target sequence (Q27686 whole entry, looked up): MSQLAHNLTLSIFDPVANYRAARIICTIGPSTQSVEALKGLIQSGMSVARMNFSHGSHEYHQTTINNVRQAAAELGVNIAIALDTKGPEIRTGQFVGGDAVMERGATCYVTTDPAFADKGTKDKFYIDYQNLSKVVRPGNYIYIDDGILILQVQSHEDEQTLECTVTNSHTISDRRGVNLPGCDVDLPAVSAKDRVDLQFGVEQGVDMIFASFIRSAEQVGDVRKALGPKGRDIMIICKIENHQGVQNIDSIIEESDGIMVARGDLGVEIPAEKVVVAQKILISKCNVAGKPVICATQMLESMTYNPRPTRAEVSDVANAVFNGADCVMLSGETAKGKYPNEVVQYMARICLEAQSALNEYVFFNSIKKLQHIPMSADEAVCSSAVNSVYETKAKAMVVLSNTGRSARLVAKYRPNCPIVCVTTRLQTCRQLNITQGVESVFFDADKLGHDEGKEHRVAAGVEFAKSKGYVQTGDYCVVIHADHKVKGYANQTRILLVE
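Screened at intermediate enzyme activity to detect both inhibitors and activators: LmPK at 0.1 nM, with a 0.5 nM enzyme column as activation reference. PEP 0.5 mM, ADP 0.1 mM; ATP detected by luminescence after 1 h.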
TbPYK inhibitor: qHTS of Trypanosoma Brucei Inhibitors | pyruvate kinase (Trypanosoma brucei), Q57TT1 | TbPYK enzyme, Kinase-Glo Plus ATP luminescence, 45 min | Potency, µM (doses to about 76.8 µM), for inactives: at the top dose activity, negative = inhibition, most hits filed as inhibitors | 0.12% of 410,000 active | AID 624173, 2012; further: potency means the concentration at half of the fitted maximal effect; on the % scale 0 is the no-effect control and ±100 the full control effect; nearly all actives have a fitted effect of over 50% in size
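T. brucei PYK with substrate was exposed to pin-transferred compounds across a concentration series, then started with 130 uM ADP (final). After 45 min at room temperature, Kinase-Glo Plus luminescence was read, normalized and curve-fitted.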
Pf growth 96h: Primary qHTS for delayed death inhibitors of the malarial parasite plastid, 96 hour incubation | P. falciparum luciferase reporter growth, 96 h | Potency, µM (top dose mostly 28.7 µM), inactives show top-dose activity change, negative = inhibition, most hits filed as inhibitors | 6.9% of 320,000 active; further: potency means the concentration at half of the fitted maximal effect; on the % scale 0 is the no-effect control and ±100 the full control effect
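P. falciparum expressing integrated firefly luciferase, in erythrocytes at 2% hematocrit, 0.05% parasitemia, incubated with compounds 96 h at 37 C, 5% CO2. Growth inhibition read as loss of luminescence; two-generation exposure targets delayed-death apicoplast inhibitors.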
Pf growth 48h: Primary qHTS for delayed death inhibitors of the malarial parasite plastid, 48 hour incubation; P. falciparum luciferase growth in erythrocytes, 48 h; Potency, µM (top dose mostly 28.7 µM), inactives show top-dose activity change, negative = inhibition, hits mostly inhibitors; 5.9% of 310,000 active; further: potency means the concentration at half of the fitted maximal effect; on the % scale 0 is the no-effect control and ±100 the full control effect
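Luciferase-expressing parasites in RBCs, 2% Hct / 0.1% parasitemia final; RPMI 1640 + 0.5% Albumax; 37 C, 5% CO2, one generation; luminescence read-out, lower signal = inhibition.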
The depositor's hits bear a star; & = joins results of further samples; [ ] = another dose, or the depositor's remark. Unless noted, the call rests on the fitted dose curve; in most records, active means well fitted curve in the direction sought with a large enough effect; inconclusive means small, poorly fitted or top-dose-only effect, or another doubt; inactive means no such curve, though single readings can be large; an effect the other way counts as inactive or inconclusive.

For CN(CCO)c1nc(N)c(C#N)c(CC#N)c1C#N the results were Cycloheximide cs 0, Shiga inhibitor -7, AMA1-RON2 inh 0%, LmPK inhibitor 0%, TbPYK inhibitor -9%, Pf growth 96h 58%[activator] and Pf growth 48h 42%[activator].
`O=C(/C=C/c1ccc([N+](=O)[O-])cc1)NCc1ccco1` gave Cycloheximide cs 20, Shiga inhibitor 27*, AMA1-RON2 inh -5%, LmPK inhibitor -6%, TbPYK inhibitor -6%, Pf growth 96h inconclusive and Pf growth 48h 60%[activator].
For Cn1cnnc1SCC(=O)Nc1ccccc1F the results were Cycloheximide cs -2, Shiga inhibitor -6, AMA1-RON2 inh -8%, LmPK inhibitor 3%, TbPYK inhibitor 1%, Pf growth 96h -1% and Pf growth 48h 0%.
`CCOc1ccc(CCNC(=O)CS(=O)(=O)Cc2nc(-c3ccc(OC)cc3)oc2C)cc1` gave Cycloheximide cs 1, Shiga inhibitor -6, AMA1-RON2 inh -7%, LmPK inhibitor 6%, TbPYK inhibitor 0%&-2%, Pf growth 96h 87%[activator] and Pf growth 48h -17%.
CCC(c1nnnn1CCc1ccccc1)N1CCN(c2ccc(OC)cc2)CC1 (centres undefined) was read as Cycloheximide cs -4, Shiga inhibitor 40, AMA1-RON2 inh 9%, LmPK inhibitor -1%, TbPYK inhibitor 5%, Pf growth 96h -23% and Pf growth 48h -21%.
For COc1ccc(C(C(=O)NC(C)(C)C)N(C(=O)CCC(=O)Nc2cc(C)on2)c2ccccc2F)cc1 (centres undefined) the results were Cycloheximide cs -2, Shiga inhibitor -5, AMA1-RON2 inh 0%, LmPK inhibitor 10%, TbPYK inhibitor 1%, Pf growth 96h 14% and Pf growth 48h inconclusive.
For Cc1ccccc1NC(C)C(=O)N/N=C/c1ccccc1OCc1cccc(Br)c1 (centres undefined) the results were Cycloheximide cs 1, Shiga inhibitor 11, AMA1-RON2 inh -19%, LmPK inhibitor 3%, TbPYK inhibitor 5%, Pf growth 96h 0% and Pf growth 48h inconclusive.
Screening CCS(=O)(=O)n1nc(-c2ccccc2)nc1NCc1ccco1 returned Cycloheximide cs 1, Shiga inhibitor 28, AMA1-RON2 inh 2%, LmPK inhibitor 2%, TbPYK inhibitor -6% and Pf growth 48h 40%[activator].
CCCCn1nnnc1SCC(=O)c1cc(Cl)ccc1OC was read as Cycloheximide cs 6, Shiga inhibitor -1, AMA1-RON2 inh -6%, LmPK inhibitor 4%, TbPYK inhibitor -4%, Pf growth 96h inconclusive and Pf growth 48h 21%.
`O=C(Nc1cccnc1)c1cccnc1Cl` gave Cycloheximide cs 9, Shiga inhibitor 18, AMA1-RON2 inh -2%, LmPK inhibitor -4%, TbPYK inhibitor 1%, Pf growth 96h 29% and Pf growth 48h 9%.
COc1ccc(-n2c(-c3ccccc3Br)nc3ccccc3c2=O)cc1 was read as Cycloheximide cs -12, Shiga inhibitor -10, AMA1-RON2 inh -9%, LmPK inhibitor 8%, TbPYK inhibitor 8%, Pf growth 96h -25% and Pf growth 48h -4%[0.00184 µM].
Screening O=C(N/N=C/c1ccc(O)cc1)Nc1cccc2nsnc12 returned Cycloheximide cs 40*, Shiga inhibitor 94*, AMA1-RON2 inh 4%, LmPK inhibitor 2%, TbPYK inhibitor 1%, Pf growth 96h 49%[activator] and Pf growth 48h 4%.
Screening CSc1ccccc1NC(=O)COc1nsnc1N1CCOCC1 returned Cycloheximide cs 1, Shiga inhibitor 5, AMA1-RON2 inh -9%, LmPK inhibitor 0%, TbPYK inhibitor 1%, Pf growth 96h inconclusive and Pf growth 48h 25%.
NC(=S)N=Nc1c(O)n(Cc2ccc(F)cc2)c2ccccc12 was read as Cycloheximide cs -2, Shiga inhibitor -13, AMA1-RON2 inh 57%[activator], LmPK inhibitor 1%, TbPYK inhibitor 5%, Pf growth 96h inconclusive and Pf growth 48h inconclusive.
For Cc1ccc2nc3n(c(=O)c2c1)CCCCC3 the results were Cycloheximide cs 31*, Shiga inhibitor 53*, AMA1-RON2 inh 0%, LmPK inhibitor 1%, TbPYK inhibitor 11%, Pf growth 96h 69%[activator] and Pf growth 48h 44%[activator].
Screening Cc1cc2oc(=O)cc(-c3ccccc3)c2c(C)c1-c1ccc(C(F)(F)F)cc1 returned Cycloheximide cs 10, Shiga inhibitor inactive, AMA1-RON2 inh 10% and TbPYK inhibitor -1%.
O=C(CCc1ccccc1)c1nnc(-c2ccccc2)o1 was read as Cycloheximide cs 30*, Shiga inhibitor 42, AMA1-RON2 inh 40%[activator], LmPK inhibitor 14%, TbPYK inhibitor 2%, Pf growth 96h 25% and Pf growth 48h 42%[activator].
For Cc1ccc(-n2nc3ccc(NC(=O)/C=C/c4ccco4)cc3n2)cc1 the results were Cycloheximide cs 22*, Shiga inhibitor 74*, AMA1-RON2 inh -3%, LmPK inhibitor 0%, TbPYK inhibitor 2%, Pf growth 96h 4% and Pf growth 48h 69%[activator].
Screening Cc1cc(C)n2nnnc2n1 returned Cycloheximide cs 1, Shiga inhibitor 24, AMA1-RON2 inh 1%, LmPK inhibitor 0%, TbPYK inhibitor -5%, Pf growth 96h 30%[activator] and Pf growth 48h -4%.
O=C(O)C(Cc1c[nH]c2ccccc12)N1C(=O)c2ccccc2C1=O (centres undefined) was read as Cycloheximide cs -2&0, Shiga inhibitor 9&1, AMA1-RON2 inh 1%, LmPK inhibitor -2%&3%, TbPYK inhibitor -4%, Pf growth 96h 22%&35% and Pf growth 48h 9%&27%.
CCOc1ccc(N(C)S(=O)(=O)c2ccc3[nH]cc(C(=O)NCCOC)c(=O)c3c2)cc1 was read as Cycloheximide cs -3, Shiga inhibitor 15, AMA1-RON2 inh 6%, LmPK inhibitor 5%, TbPYK inhibitor -4%, Pf growth 96h 79%[activator] and Pf growth 48h inconclusive.
For CC(C)CSC1=NSC2=NC(=O)/C(=C\c3cccs3)C(=N)N12 the results were Cycloheximide cs 68*, Shiga inhibitor 102*, AMA1-RON2 inh 4%, LmPK inhibitor 2%, TbPYK inhibitor 5%, Pf growth 96h -12% and Pf growth 48h 30%[activator].
For Cc1ccc(C(=O)N2CCC3(CC2)Oc2ccc(Cl)cc2C(=O)C32CC(c3ccc(Cl)cc3)=NO2)s1 (centres undefined) the results were Cycloheximide cs 7, Shiga inhibitor -1, AMA1-RON2 inh 8%, LmPK inhibitor 3%, TbPYK inhibitor -6%, Pf growth 96h inconclusive and Pf growth 48h inconclusive.
Cc1ccc(O)c(NC(=O)C2CCCCC2)c1 was read as Cycloheximide cs 8, Shiga inhibitor 34*, AMA1-RON2 inh 30%[activator], LmPK inhibitor 2%, TbPYK inhibitor -3%, Pf growth 96h inconclusive and Pf growth 48h 0%.
Screening O=C(Oc1c(Br)cc([N+](=O)[O-])cc1Br)c1cccnc1 returned Cycloheximide cs 12, Shiga inhibitor -13, AMA1-RON2 inh -25%, LmPK inhibitor 1%, TbPYK inhibitor 8%, Pf growth 96h 6.6µM* and Pf growth 48h -17%.
`COc1cc(/C=N/NS(=O)(=O)c2ccc(C(C)(C)C)cc2)cc([N+](=O)[O-])c1O` gave Cycloheximide cs 1, Shiga inhibitor -2, AMA1-RON2 inh inconclusive, LmPK inhibitor -11%, TbPYK inhibitor -1%, Pf growth 96h inconclusive and Pf growth 48h -7%.
`CCOC(=O)c1c(NC2=NS(=O)(=O)c3ccccc32)sc2c1CCC(C)C2` (centres undefined) gave Cycloheximide cs -3, Shiga inhibitor -10, AMA1-RON2 inh 6%, LmPK inhibitor 2%, TbPYK inhibitor -7%, Pf growth 96h 35%[activator] and Pf growth 48h 12%.
`CCn1c(C(C)NC(=O)c2ccc(Cl)cc2)n[nH]c1=S` (centres undefined) gave Cycloheximide cs -7, Shiga inhibitor -4, AMA1-RON2 inh 33%[activator], LmPK inhibitor 11%, TbPYK inhibitor inconclusive, Pf growth 96h 14% and Pf growth 48h 3%.
For O=C(C1=C[C@@H](C2CCCCC2)C[C@@H](OCc2ccc(CO)cc2)O1)N1CCN(Cc2ccc3c(c2)OCO3)CC1 the results were Cycloheximide cs -3, Shiga inhibitor -15, AMA1-RON2 inh -29%, LmPK inhibitor 8%, TbPYK inhibitor -4%, Pf growth 96h 13µM* and Pf growth 48h 4.7µM*.
Screening CCOc1cccc(/C=N/N2C(C)CCCC2C)c1O (centres undefined) returned Cycloheximide cs 30*, Shiga inhibitor 46, AMA1-RON2 inh 16%, LmPK inhibitor -5%, TbPYK inhibitor 1%, Pf growth 96h -25% and Pf growth 48h -28%.

Next section; the last three above are carried over.
`CCn1c(C(C)NC(=O)c2ccc(Cl)cc2)n[nH]c1=S` (centres undefined) gave Cycloheximide cs -7, Shiga inhibitor -4, AMA1-RON2 inh 33%[activator], LmPK inhibitor 11%, TbPYK inhibitor inconclusive, Pf growth 96h 14% and Pf growth 48h 3%.
For O=C(C1=C[C@@H](C2CCCCC2)C[C@@H](OCc2ccc(CO)cc2)O1)N1CCN(Cc2ccc3c(c2)OCO3)CC1 the results were Cycloheximide cs -3, Shiga inhibitor -15, AMA1-RON2 inh -29%, LmPK inhibitor 8%, TbPYK inhibitor -4%, Pf growth 96h 13µM* and Pf growth 48h 4.7µM*.
Screening CCOc1cccc(/C=N/N2C(C)CCCC2C)c1O (centres undefined) returned Cycloheximide cs 30*, Shiga inhibitor 46, AMA1-RON2 inh 16%, LmPK inhibitor -5%, TbPYK inhibitor 1%, Pf growth 96h -25% and Pf growth 48h -28%.
Screening CCOCCCNC(=S)N1CCC(C(=O)c2ccc(C)cc2)CC1 returned Cycloheximide cs -3, AMA1-RON2 inh -1%, LmPK inhibitor 1%, TbPYK inhibitor -7%, Pf growth 96h 88%[activator] and Pf growth 48h -5%.
Cc1nn(-c2cc(N3CCCCCC3)ccc2[N+](=O)[O-])c(=O)c2ccccc12 was read as Cycloheximide cs -1, Shiga inhibitor 16, AMA1-RON2 inh -19%, LmPK inhibitor 3%, TbPYK inhibitor 0% and Pf growth 48h inconclusive.
Screening COc1ccc(-n2cc(-c3ccccc3)[n+]3c2CCCCC3)cc1 returned Cycloheximide cs -2, Shiga inhibitor -7, AMA1-RON2 inh -17%, LmPK inhibitor 4%, TbPYK inhibitor -3%, Pf growth 96h 0.93µM* and Pf growth 48h 1µM*.
Screening O=C(NCc1ccc2c(c1)OCO2)c1ccco1 returned Cycloheximide cs 10, Shiga inhibitor 13, AMA1-RON2 inh 9%, LmPK inhibitor 6%, TbPYK inhibitor -8%, Pf growth 96h -14% and Pf growth 48h 21%.

High-throughput results: PubChem BioAssay, National Center for Advancing Translational Sciences (NCATS)
